ST2 IL33 inh: inhibitors of human ST2 (IL1RL1) binding to IL-33; AlphaLISA ST2-Fc/biotin-IL-33 interaction, 1 h; 78,000 compounds, 2.3% hits; inhibition, % for hits at 17 µM; AID 1259354; Q01638; in the data active means inhibition above about 30%; inconclusive means mostly about 10% to 28%
Target sequence (Q01638 whole entry, looked up): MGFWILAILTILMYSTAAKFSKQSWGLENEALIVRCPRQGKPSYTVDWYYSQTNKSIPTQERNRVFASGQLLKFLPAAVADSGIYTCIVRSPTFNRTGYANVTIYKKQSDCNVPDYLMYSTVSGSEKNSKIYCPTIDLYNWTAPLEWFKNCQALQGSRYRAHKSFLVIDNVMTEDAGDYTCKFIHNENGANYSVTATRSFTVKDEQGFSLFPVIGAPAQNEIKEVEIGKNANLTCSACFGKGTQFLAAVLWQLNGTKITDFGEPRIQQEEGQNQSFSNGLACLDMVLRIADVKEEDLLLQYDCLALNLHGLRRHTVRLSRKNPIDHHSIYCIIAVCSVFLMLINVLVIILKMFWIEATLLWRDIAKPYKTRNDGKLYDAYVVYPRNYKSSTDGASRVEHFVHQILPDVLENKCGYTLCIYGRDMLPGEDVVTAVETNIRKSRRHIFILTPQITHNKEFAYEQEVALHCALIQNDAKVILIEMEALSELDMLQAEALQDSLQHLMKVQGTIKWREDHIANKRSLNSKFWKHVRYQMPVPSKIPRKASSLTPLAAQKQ
An asterisk follows results filed as active; i = inactive; ? = inconclusive. A portion of the library; rates above refer to the full screens.

SMILES | ST2 IL33 inh
Cc1ccc(C2CC(c3c(F)cccc3Cl)n3ncnc3N2)cc1 (centres undefined) | i
CCCc1cn(CC2CCCN(C(=O)NC3CCCCCC3)C2)nn1 (centres undefined) | i
Cc1c[nH]c(CN2CCOC(C(F)(F)F)C2)c(C)c1=O (centres undefined) | i
Cc1nc2ccccc2n1Cc1ccccc1Cl | i
CC(C)CC(=O)Nc1ccnn1C1CCN(C(=O)c2cncc(F)c2)CC1 | ?
Cc1ccc(O)c(C2NC(=O)c3c(sc4c3CCC(C(C)(C)C)C4)N2)c1 (centres undefined) | ?
CCC1(C)Cc2ccccc2-c2c1c(=O)n(-c1ccc(C)cc1)c1nncn21 (centres undefined) | i
CCN(CC)Cc1cnc2c(C(=O)Nc3ccc4c(c3)OCCO4)cnn2c1 | i
CC(=O)N1c2c(cc(Br)cc2S(=O)(=O)NCc2cccnc2)CC1C (centres undefined) | i
CC1(C)CCC(NC(=O)[C@@H](N)CCC(=O)O)CC1 | ?
CCCCNC(=O)c1c[nH]c2ccc(S(=O)(=O)Nc3cccc(C(F)(F)F)c3)cc2c1=O | i
CCCCc1ncc(CN2CCC(C(=O)Nc3ccccc3-c3cccc(OC)c3)CC2)[nH]1 | ?
O=C(COc1ccc(Cl)cc1)Nc1ncc(Cc2ccc(F)cc2)s1 | i
O=C(O)c1cccnc1SC1CC(=O)N(c2cccc(C(F)(F)F)c2)C1=O (centres undefined) | i
COc1ccc(-c2nc3s/c(=C\C4=Cc5ccccc5OC4C)c(=O)n3n2)cc1 (centres undefined) | i
COc1ccc(-c2ccnc(CO)c2)c(OC)c1 | ?
CCOc1ccc(-n2c(SCC(=O)Nc3cc(C)on3)nc3c([nH]c4ccccc43)c2=O)cc1 | ?
CCCCN(CC)C(=O)c1cn(CC)c(=O)c2cc(OC)c(OC)cc12 | i
COc1cc(-c2nc3ccccn3c2N=Cc2cccc([N+](=O)[O-])c2O)ccc1O | ?
CC(=O)N1CCC(N2CCC(Sc3ccccc3C)CC2)CC1 | i
CN(CC1CCCN(CCc2ccc(F)cc2)C1)C(=O)c1cc2ccccc2cn1 (centres undefined) | i
COc1ccc(C(=O)ON=C2C=CC(=O)C=C2)c(OC)c1 | ?
Cc1cc(N2CCOCC2)nc2ccc(NC(=O)CCC(=O)NCCC3=CCCCC3)cc12 | i
O=C(CC(c1ccccc1)c1ccccc1)N1CCN(c2ccccc2F)CC1 | ?

Gathered by group, the compounds so far containing four or more nitrogen atoms.
SMILES | ST2 IL33 inh
Cc1ccc(C2CC(c3c(F)cccc3Cl)n3ncnc3N2)cc1 (centres undefined) | i
CCCc1cn(CC2CCCN(C(=O)NC3CCCCCC3)C2)nn1 (centres undefined) | i
CC(C)CC(=O)Nc1ccnn1C1CCN(C(=O)c2cncc(F)c2)CC1 | ?
CCC1(C)Cc2ccccc2-c2c1c(=O)n(-c1ccc(C)cc1)c1nncn21 (centres undefined) | i
CCN(CC)Cc1cnc2c(C(=O)Nc3ccc4c(c3)OCCO4)cnn2c1 | i
CCCCc1ncc(CN2CCC(C(=O)Nc3ccccc3-c3cccc(OC)c3)CC2)[nH]1 | ?
CCOc1ccc(-n2c(SCC(=O)Nc3cc(C)on3)nc3c([nH]c4ccccc43)c2=O)cc1 | ?
COc1cc(-c2nc3ccccn3c2N=Cc2cccc([N+](=O)[O-])c2O)ccc1O | ?
Cc1cc(N2CCOCC2)nc2ccc(NC(=O)CCC(=O)NCCC3=CCCCC3)cc12 | i

(list continues)
SMILES | ST2 IL33 inh
CCc1ccc(C2CC(c3ccc(OC)cc3)Nc3nc(N)nn32)cc1 (centres undefined) | i
COc1ccc(-c2ccc(C(=O)N3CCC(n4nccc4NC(=O)CC(C)C)CC3)o2)cc1 | ?
CC(O)C(O)[C@H]1CNc2nc(N)[nH]c(=O)c2N1 (some centres undefined) | i
COc1ccc(N(C)S(=O)(=O)c2ccc3c(c2)CCN3C(=O)C2CC2)c(OC)c1 | i
COc1ccc(CCNc2ncnc3sc(C(=O)NC[C@H]4C[C@@H]5C=C[C@H]4C5)c(C)c23)cc1OC | i
NC(=O)[C@@H](Cc1ccccc1)NC(=O)[C@@]1(O)C[C@@H](O)[C@H](O)[C@@H](NC(=O)Cc2cccs2)C1 | i
Cc1nccn1-c1ccc(NC(=O)C2CCCN(CCCc3ccccc3)C2)cc1 (centres undefined) | i
C=C(C)COc1c(CN2CCCC2c2c(C)noc2C)cccc1OC (centres undefined) | ?
CCCC(=O)OCCNC(=O)c1cc2ccccc2oc1=O | i
O=C(CCNC1CCN(Cc2ccccc2)C1)Nc1cccnc1 (centres undefined) | ?
CN1CCN(CCn2c(C(C)(C)C)cn3c4ccccc4nc23)CC1 | i
CC(=O)c1ccc(N2C[C@@H]3C4CCC(CC4)[C@@H]3C2)nc1 | i

A draw from above in order of formula weight, lowest first.
SMILES | ST2 IL33 inh
O=C(CCNC1CCN(Cc2ccccc2)C1)Nc1cccnc1 (centres undefined) | ?
CN1CCN(CCn2c(C(C)(C)C)cn3c4ccccc4nc23)CC1 | i
COc1ccc(-c2ccc(C(=O)N3CCC(n4nccc4NC(=O)CC(C)C)CC3)o2)cc1 | ?

Additional structures.
SMILES | ST2 IL33 inh
Cc1ccc(Cn2ccc(NC(=O)c3cc(-c4ccc(F)cc4)on3)n2)cc1 | i
O=C(O)CCCC(=O)N1CCc2ccccc21 | i
O=C(NCCCc1nc2ccccc2[nH]1)c1cccs1 | i
CN(C)S(=O)(=O)c1cc([N+](=O)[O-])ccc1N1CCCCCC1 | i
O=C(NC1CCCCC1)c1c[nH]c2ccc(S(=O)(=O)Nc3ccccc3F)cc2c1=O | i
COc1cccc(OC)c1OCCCOc1cc(C)ccc1C | i
Cc1cc(C(=O)Nc2cccc3cccnc23)ccc1[N+](=O)[O-] | i
CC(C)(C=O)Cc1cc(C(C)(C)C)c(O)c(C(C)(C)C)c1 | ?
Cn1c(=O)c2nc(-c3cccc(Cl)c3)oc2c2ccccc21 | i
COc1ccc(OC)c(CN2CCN(Cc3ccccc3F)C(CCO)C2)c1 (centres undefined) | i
CCC(Nc1cccc(OC)c1)C(=O)N(C)Cc1cccc2cccnc12 (centres undefined) | ?
COc1cc(C(=O)Nc2c(C(=O)Nc3cccc(F)c3)oc3ccccc23)cc(OC)c1OC | i
COc1ccc(-c2c3c(=O)n(C)c(=O)n(C)c3cn2-c2ccc(Br)cc2)cc1 | ?
FC(F)(F)c1cc(-c2cccs2)nc(NCC2CCCO2)n1 (centres undefined) | i
CCO[C@H]1CN(C)C[C@@H]1NC(=O)c1cc(COc2cccc(F)c2)[nH]n1 | ?
CCCSc1nc2c(c(=O)n1-c1ccccc1OC)SCC2 | i
C=CCSc1nc2ccccc2n1CC(=O)O | ?
CC(C)N1CCC(CNC(=O)c2cc(-c3ccsc3)n[nH]2)C1 (centres undefined) | ?
O=C(CCS(=O)(=O)c1cccc2nsnc12)Nc1cccc(F)c1 | i
Cc1cc(C)cc(S(=O)(=O)N2CCC3(CCNCC3)C2)c1 | i
Cc1cc(C)c(C)c(OCCCCN2CCOCC2)c1 | i
O=[N+]([O-])c1ccc(-c2nc(NCCCN3CCOCC3)c3ccccc3n2)cc1 | ?
CCN(CC)C(=O)C1CCC(CNS(=O)(=O)c2cccc3nsnc23)CC1 (centres undefined) | i
Cc1cc(Br)ccc1NC(=O)Cc1c(C(=O)O)[nH]c2ccc(Cl)cc12 | i
Cc1ccc(C(Nc2ccccn2)c2ccc3cccnc3c2O)cc1 (centres undefined) | ?
Cc1cc(NC(=O)c2c(-c3c(Cl)cccc3Cl)noc2C)no1 | i
CCSc1nnc(-c2ccncc2)n1-c1ccccc1 | ?
Cc1cnc(N2CCN(C(=O)CC(C)C)CC2)nc1N(C)C | i
O=c1/c(=C/c2ccccc2F)sc2nc3ccccc3n12 | i
CC1(C)C(=O)N(CCN2CCC(C(=O)c3ccc(F)cc3)CC2)c2ccccc21 | i
O=c1[nH]nc(SCCO)c(=O)[nH]1 | i
O=C(CCc1nnc(Cc2ccc(-c3ccccc3)cc2)o1)N1CCSCC1 | i
COCCCNc1nc(Cc2ccccc2)nc2sc3c(c12)CCCC3 | i
CN1C(=O)c2c(sc3c2CCCC3)NC1c1ccc(O)cc1 (centres undefined) | ?
CN(C)C[C@H]1O[C@@H](CO)[C@@H](O)[C@H]1N1CCN(c2cccc(C(F)(F)F)c2)CC1 | i
COc1ccc(CC(=O)N(C)CC2CCCN(CCc3ccccc3F)C2)cc1OC (centres undefined) | i
CCCn1cnnc1CNC(=O)CN(c1cccc(C)c1)S(C)(=O)=O | ?
CC(=O)N(C)c1ccc(NC(=O)CNCC(O)c2ccccc2Cl)cc1 (centres undefined) | ?
O=C(Cc1ccccc1)Nc1nnc(-c2ccc3c(c2)OCO3)s1 | i
Cc1ccc(C2=NN(C(=O)CCC(=O)O)C(Cc3cc4cccc(C)c4nc3Cl)C2)cc1 (centres undefined) | ?
O=C(CCn1nnc2ccccc21)N1[C@H]2CCNC[C@@H]1CC2 | ?
O=C(Nc1ccc2c(c1)S(=O)(=O)c1cc(NC(=O)c3cccs3)ccc1-2)c1cccs1 | ?
COc1ccc(C2=NN3COc4ccc(Cl)cc4C3C2)cc1 (centres undefined) | i
Cc1ccc(Nc2ncnc3c2cnn3Cc2ccccc2)c(C)c1 | i
CCOc1ccc(S(=O)(=O)Nc2c(CC)cccc2CC)c2cccnc12 | i
c1ccc(-c2nnc(-c3ccncc3)n2-c2ccccc2)cc1 | i
CCCS(=O)(=O)N1CCCC(C(=O)NC(C)CC)C1 (centres undefined) | i
CCCc1nnc(NC(=O)C(CC)Sc2nnnn2-c2ccccc2)s1 (centres undefined) | i
c1ccc2nc3c(nc2c1)c1ccccc1n3CN1CCCCC1 | i
COCCN1C(=O)N(CCCc2cccnc2)C(=O)C12CCN(CC(C)C)CC2 | i
CCOC(=CNc1ccc2nsnc2c1)OCC | ?
CN1C(=O)N(C)C2(O)c3ccccc3C(=O)C12O (centres undefined) | i
Cc1cc(OCC(O)CN2CCOCC2)ccc1Cl (centres undefined) | i
CCc1ccc2c(c1)C1(NN=C(c3ccc(C)cc3)S1)C(=O)N2 (centres undefined) | 45.0%*
CCCC(=O)N1c2ccccc2NC2=C(C(=O)CCC2)C1c1c(Cl)cccc1Cl (centres undefined) | i
O=C(c1ccc2c(c1)N(Cc1ccccc1)C(=O)c1ccccc1S2)N1CCCC1 | i
Cc1ccc(NC(=O)Nc2nnc(-c3cccc([N+](=O)[O-])c3)s2)cc1C | i
O=C(O)CNC(=O)Cn1cnc2sc3c(c2c1=O)CCCC3 | i
CN(CC(=O)Nc1ccccc1F)S(=O)(=O)c1ccc2c(c1)CCC(=O)N2 | i
CCC12CN3CC(CC)(CN(C1)C3c1ccccc1Cl)C2=O (centres undefined) | i

In the list so far, these contain bromine.
SMILES | ST2 IL33 inh
CC(=O)N1c2c(cc(Br)cc2S(=O)(=O)NCc2cccnc2)CC1C (centres undefined) | i
COc1ccc(-c2c3c(=O)n(C)c(=O)n(C)c3cn2-c2ccc(Br)cc2)cc1 | ?
Cc1cc(Br)ccc1NC(=O)Cc1c(C(=O)O)[nH]c2ccc(Cl)cc12 | i

Following part:
SMILES | ST2 IL33 inh
COc1ccc(NC(=O)c2cnc3scc(C)n3c2=O)cc1 | i
O=C(Cn1c(=O)c2sccc2n(Cc2cc(=O)n3ccccc3n2)c1=O)NCc1ccco1 | ?
COc1cccc(-c2cc(C(F)(F)F)nc(S(C)(=O)=O)n2)c1 | i
CSc1ccccc1NC(=O)c1noc2c1CCC2 | ?
N[C@@H]1c2ccccc2C2(CCN(C(=O)c3ccc(CO)o3)CC2)[C@H]1O | i
O=C(Cn1cnc2c(cnn2-c2ccccc2)c1=O)Nc1ccc(F)cc1 | i
COc1ccc(OC)c(NC(=O)Cn2cnc3c(oc4ccccc43)c2=O)c1 | i
Cc1cc(NC(=O)c2cc(-c3cccs3)on2)no1 | ?
COc1ccc(Cl)cc1NC(=O)NCCc1nc2cccnc2n1-c1ccccc1 | i
O=C(c1cc(C2CC2)on1)N1CCC2(CCCO2)CC1 | ?
CCN(CC)c1ccc(C2CC(c3ccc(C)cc3)=NN2C(=O)CCC(=O)O)cc1 (centres undefined) | i
O=C(CSc1nnc(CSc2nc3ccccc3s2)n1-c1ccccc1)NCCO | ?
OCCOCCn1cnc(-c2ccccc2)c1-c1ccc(O)c(Cl)c1 | ?
Cn1c(SCC(=O)Nc2ccc3c(c2)OCCO3)nc2c([nH]c3ccccc32)c1=O | i
O=C(O)C1CCCCC1C(=O)Nc1ccccc1Cl (centres undefined) | ?
Cc1cc(Cl)c(C(=O)NC(C)C2CC2)cc1Cl (centres undefined) | i
CCC1CCC(C(=O)NC(C(=O)NCc2ccco2)C(C)C)CC1 (centres undefined) | ?
COc1ccc(C(=O)Nc2ccc(C)cc2)cc1OC | i
O=C(c1ccc2c(c1)N(Cc1ccccc1)C(=O)CS2)N1CCCC1 | i
Cc1ccc(SC2CCN(C(=O)CC3COCCN3)CC2)cc1 (centres undefined) | ?
CCC(CC)n1nc(C)cc1NC(=O)Cn1nc(C)c2ccccc2c1=O | i
C=CCn1cc(C(=O)NCC2CCCO2)c(=O)c2cc(S(=O)(=O)N3CCCCCC3)ccc21 (centres undefined) | i
CCc1cccc(NS(=O)(=O)c2cccc3nsnc23)c1 | i
COc1ccc2cc3cc(C(=O)NCc4ccc(C)o4)oc3nc2c1 | ?
Cc1ccccc1NC1=CC(=NS(=O)(=O)c2ccc(F)cc2)c2ccccc2C1=O | 77.0%*
O=C(c1ccc(S(=O)(=O)N2CCCC2)cc1)N1CCN=C1SCc1ccc(Cl)cc1 | i
COC(=O)c1ccc(CNCc2ccc3[nH]c(C)c(C)c3c2)cc1 | ?
C[C@]1(OC(=O)/C=C/c2ccc(O)cc2)C[C@@H](O)[C@]2(O)C=CO[C@@H](O[C@@H]3O[C@H](CO)[C@@H](O)[C@H](O)[C@H]3O)C12 (some centres undefined) | i
O=C1N=C(N2CCOCC2)S/C1=C/c1cccc(Br)c1 | i
COCC(=O)Nc1cc(C(=O)N2CCN(c3ccc(Cl)cn3)CC2)c2c(c1)nc(C1CCC1)n2C | i
CCc1c(C)nn(CC(=O)N2CCC3(CCCO3)CC2)c1C | i
NC(=O)CN1CCC(C(=O)NCc2ccc3[nH]c4c(c3c2)CCCCC4)CC1 | i

Source: PubChem (IUPUI and University of Michigan)
